# Bioassay records (PubChem)
# KCNH2 WT inh = blocks the wildtype human KCNH2 potassium channel; AID 720551; 340,000 compounds, 0.37% hits; Q12809; activity change, % at 1.84 µM; U2OS, BacMam KCNH2, thallium flux FluxOr; hits give low values;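 active means maximum activity change below -70%; inconclusive means maximum activity change between -70% and -50%; inactive means maximum activity change above -50%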; further: on the % scale 0 is the no-effect control and ±100 the full control effect
#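 U2OS cells were transduced with wild-type KCNH2 virus (2.03 x 10^8 / mL) for 4 h at room temperature, then cultured overnight at 37 C. Thallium flux was read with FluxOr dye. Rate constants were normalized to DMSO controls.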
# USP2a block = USP2a (human) protease inhibition | USP2 core, Ub-CHOP2 coupled fluorogenic reporter, 485/531 | Potency, µM (doses to about 38.3 µM), for the others: top-dose activity change, negative = inhibition, most hits filed as inhibitors | O75604 | 330,000 compounds, 0.01% hits | AID 463254;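 further: potency means the concentration at half of the fitted maximal effect; plate controls were DMSO wells for no effect and full inhibition by NEM control for full effect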
#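 Deubiquitinase activity read as fluorescence (485/531 nm) after Ub-CHOP2 cleavage activates the enterokinase reporter on its substrate; USP2 core 10nM, Ub-CHOP2 and substrate 25nM each, 30min compound preincubation then 60min RT; data normalized to NEM, curves fitted.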
# Menin MLL FP TR = inhibitors of human menin-MLL interaction, mutant MLL peptide | AID 1768 | 270,000 compounds, 0.23% hits | Potency, µM (series often up to 61.6 µM), for inactives: at the top dose FP activity change, negative = inhibition, most hits filed as inhibitors | Menin + Texas Red MLL mutant peptide, fluorescence polarization; active means well fitted inhibition curve with a large enough effect in the polarisation, with a control signal flat, not every such curve was filed as active; inconclusive means small, poorly fitted or top-dose-only effect, or effect the other way, or a change in a side signal; inactive means no such curve, though single readings can be large or run the other way; the % refers to the polarisation; further: potency means the concentration at half of the fitted maximal effect; % of control where 0% means no effect; many of its hits are not listed in these tables
# Target sequence (O00255 whole entry, looked up): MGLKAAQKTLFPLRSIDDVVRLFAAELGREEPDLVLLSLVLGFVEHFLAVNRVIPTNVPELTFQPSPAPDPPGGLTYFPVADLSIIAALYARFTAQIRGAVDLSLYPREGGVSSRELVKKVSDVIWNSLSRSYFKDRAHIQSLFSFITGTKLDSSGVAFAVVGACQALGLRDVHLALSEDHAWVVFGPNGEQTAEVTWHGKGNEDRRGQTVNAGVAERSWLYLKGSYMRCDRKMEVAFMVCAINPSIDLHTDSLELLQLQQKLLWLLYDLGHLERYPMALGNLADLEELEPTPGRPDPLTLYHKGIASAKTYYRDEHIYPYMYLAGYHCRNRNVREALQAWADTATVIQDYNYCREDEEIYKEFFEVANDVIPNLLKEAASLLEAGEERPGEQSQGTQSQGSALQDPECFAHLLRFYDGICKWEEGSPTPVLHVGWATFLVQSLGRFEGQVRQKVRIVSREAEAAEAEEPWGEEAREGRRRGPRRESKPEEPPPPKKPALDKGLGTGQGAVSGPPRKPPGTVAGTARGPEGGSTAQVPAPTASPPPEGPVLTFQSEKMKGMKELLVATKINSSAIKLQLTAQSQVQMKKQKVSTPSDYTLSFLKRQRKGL
# GALK inh = galactokinase (human) inhibition | P51570 | Purified GALK, Kinase-Glo residual ATP luminescence | Potency, µM (highest dose often 57.5 µM), for inactives: at the highest dose activity change, negative = inhibition, usual class: inhibitors | 270,000 compounds, 0.007% hits; further: potency means the concentration at half of the fitted maximal effect; on the % scale 0 is the no-effect control and ±100 the full control effect
#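 Compounds were pin-transferred into ATP buffer (35 uM final), then GALK plus galactose (5 nM, 100 uM final) was added. After 1 h at room temperature, Kinase-Glo Plus was added and luminescence read after 10 min.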
# Eya2 phos inh = Eya2 (human) phosphatase inhibition. recombinant Eya2, OMFP fluorescence dephosphorylation (OMFP is methylfluorescein phosphate). Potency, µM (series often up to 76.9 µM), for the others: at the top dose activity, negative = inhibition, hits mostly inhibitors. 330,000 compounds, 0.006% hits. AID 488837; further: potency means the concentration at half of the fitted maximal effect; on the % scale 0 is the no-effect control and ±100 the full control effect
# Target sequence (O00167 whole entry, looked up): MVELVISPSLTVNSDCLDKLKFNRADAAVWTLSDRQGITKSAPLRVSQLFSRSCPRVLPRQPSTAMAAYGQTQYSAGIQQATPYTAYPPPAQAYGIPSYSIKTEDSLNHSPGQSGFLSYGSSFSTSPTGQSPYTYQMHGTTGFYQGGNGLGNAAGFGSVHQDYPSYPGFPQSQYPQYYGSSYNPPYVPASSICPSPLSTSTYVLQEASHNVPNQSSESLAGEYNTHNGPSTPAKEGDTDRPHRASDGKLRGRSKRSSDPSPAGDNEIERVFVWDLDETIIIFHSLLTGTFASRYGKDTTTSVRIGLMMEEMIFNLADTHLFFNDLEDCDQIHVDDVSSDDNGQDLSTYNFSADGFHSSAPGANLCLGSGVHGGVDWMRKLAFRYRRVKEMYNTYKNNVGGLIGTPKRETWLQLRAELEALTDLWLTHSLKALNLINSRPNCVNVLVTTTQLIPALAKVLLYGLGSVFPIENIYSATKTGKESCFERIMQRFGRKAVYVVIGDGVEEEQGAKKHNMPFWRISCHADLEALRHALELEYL
#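 Eya2 protein (added as 0.2 uM solution) was preincubated with compound for 10 min at ambient temperature in 50 mM HEPES pH 7.5, 50 mM NaCl, 5 uM MgCl2, 0.05% BSA, 1 mM DTT. OMFP (added at 50 uM) then reacted 10 min; fluorescence read at 485/525 nm.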
# PKM2 activator = activators of human pyruvate kinase M2. P14618. purified PKM2, Kinase-Glo ATP luminescence, activation; response scale: 0% is enzyme alone, no compound. Potency, µM (series often up to 57.5 µM), inactives show at the top dose activation, actives largely listed as activators. 260,000 compounds, 0.34% hits. AID 1631; further: potency means the concentration at half of the fitted maximal effect; on the % scale 0 is the no-effect control and ±100 the full control effect; nearly all actives have a fitted effect of over 55% in size
#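 Purified hPK-M2 (>95%) run at intermediate activity with 0.1 mM ADP and 0.5 mM PEP in 50 mM imidazole pH 7.2, KCl, MgCl2; 1 h room temperature. ATP formed read by Kinase-Glo luminescence; normalized to uninhibited and no-enzyme controls.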
# Chronic BCR inh = chronic active BCR signaling inhibition | ABC-DLBCL IkBa-CBG/CBR reporter, luminescence ratio, 4 h | Potency, µM (highest dose often 46.1 µM), without a hit: top-dose ratio change, negative = lower green/red ratio, hits mostly inhibitors | 340,000 compounds, 0.05% hits | AID 493014; active means well fitted inhibition curve with a large enough effect in the signal ratio, with a control signal flat, not every such curve was filed as active; inconclusive means small, poorly fitted or top-dose-only effect, or effect the other way, or a change in a side signal; the % refers to the signal ratio;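 further: potency means the concentration at half of the fitted maximal effect; plate controls were basal doxycycline-induced cells for no effect and cells given 10 µM MG132 for full effect; MG132 reads +100%, hits lower the ratio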
#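 Compounds up to 46 uM were incubated four hours with TMD8 cells whose green CBG68 luciferase is fused to IkappaBalpha; red CBR luminescence normalised the signal, and concentration-effect curves were fitted to fusion, red and ratio data.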
# MBNL1-CUG inh = MBNL1-poly(CUG) RNA binding inhibition. Q9NR56. TR-FRET MBNL1-His/biotin-(CUG)12 binding, 665/545 ratio. Potency, µM (series often up to 57.5 µM), inactives show at the highest dose activity change, negative = inhibition, actives largely listed as inhibitors. 280,000 compounds, 0.036% hits; active means well fitted inhibition curve with a large enough effect in the signal ratio, with a control signal flat, not every such curve was filed as active; inconclusive means small, poorly fitted or top-dose-only effect, or effect the other way, or a change in a side signal; inactive means no such curve, though single readings can be large or run the other way; the % refers to the signal ratio; further: potency means the concentration at half of the fitted maximal effect; on the % scale 0 is the no-effect control and ±100 the full control effect
#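 TR-FRET between His-tagged MBNL1 and biotin-(CUG)12 RNA, detected with Tb anti-His antibody (0.055 ng/ul) and streptavidin-XL665 (5 nM), 60 min at room temperature. Compounds titrated 92 nM to 58 uM; 665/545 nm ratio normalized to buffer and complex controls.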
# TSHR antag = blocks TSH signaling through the human TSH receptor. P16473. TSHR-expressing cells, TSH-stimulated cAMP HTRF, 2 h; hits give low values. activity change, negative = inhibition, % at 11.5 µM. 330,000 compounds, 0.2% hits. AID 504810;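 active means activity change below a set negative limit, meaning inhibition stronger than a set level, cut at about -70% in these data; inconclusive means activity change between two set negative limits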; further: on the % scale 0 is the no-effect control and ±100 the full control effect
#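 Cell-based HTRF cAMP assay; TSHR cells + compound, TSH EC80 (4nM final), 2 h, 37 deg C. Lysis with anti-cAMP cryptate and cAMP-d2, 30 min RT, read 665/620 nm.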
# Mito fusion yeast = inhibitors of mitochondrial division or activators of mitochondrial fusion; S. cerevisiae fusion-defective mutant growth rescue, CellTiterGlo 48 h; Potency, µM (titrated, usually from 46.1 µM), inactives show at the highest dose growth rescue (activation), usual class: activators; 320,000 compounds, 0.23% hits; AID 485298;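 further: potency means the concentration at half of the fitted maximal effect; % of control where 0% means no effect; nearly all actives have a fitted effect of over 45% in size; temperature-sensitive fusion mutants such as fzo1-1 at 37 °C on non-fermentable ethanol glycerol medium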
#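 Luminescent cell viability in 1536-well qHTS format served as the measure of rescued growth in ts fusion-mutant S. cerevisiae cultured on non-fermentable YPEG for 48 hours at 37C.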
# S-ASM inh = human S-ASM enzyme inhibition. P17405. placental ASM, HMU-PC fluorogenic substrate, 60 min. Potency, µM (top dose mostly 57.5 µM), inactives show at the highest dose activity change, negative = inhibition, usual class: inhibitors. 340,000 compounds, 0.006% hits. AID 504937; further: potency means the concentration at half of the fitted maximal effect
#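 Fluorescence read-out (Ex 386 nm, Em 447 nm) after stopping the reaction at pH 10. Enzyme: ASM from human placenta; substrate HMU-PC0, 9 uM final; 60 min, 37 °C. Compound preincubation 10 min, ambient temperature.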
# The depositor's hits bear a star; ? = inconclusive; / = not tested or not shown; [ ] = remark or other dose. Unless noted, the call rests on the fitted dose curve; in most records, active means well fitted curve in the direction sought with a large enough effect; inconclusive means small, poorly fitted or top-dose-only effect, or another doubt; inactive means no such curve, though single readings can be large; an effect the other way counts as inactive or inconclusive. Not all compounds are listed. The share of hits here may be higher or lower than overall.
SMILES	KCNH2 WT inh	USP2a block	Menin MLL FP TR	GALK inh	Eya2 phos inh	PKM2 activator	Chronic BCR inh	MBNL1-CUG inh	TSHR antag	Mito fusion yeast	S-ASM inh
COc1ccccc1C1CCCN1Cc1nc(-c2cc3c(cc2Cl)OCO3)oc1C (stereo unspecified)	1	0%	-19%	4%	-2%	1%	-25%	-8%	9	-9%	2%
Cc1cccc(N(CC(=O)NC(C)C)C(=O)CCC(=O)Nc2ccccn2)c1	7	-2%	-1%	12%	-7%	-2%[11.5 µM]	0%	-2%	13	0%	2%
CCN(c1ccccc1)S(=O)(=O)c1ccc(C(=O)N2CCN(c3ccccc3)CC2)cc1	4	-1%	/	/	-1%	/	2%	/	-14	/	-1%
O=C(CCC(=O)N1CCN(c2cccc(Cl)c2)CC1)N1CCN(c2ccccc2)CC1	-9	-7%	?	5%	-22%	1%[11.5 µM]	-15%	1%	3	4%	1%
C/C(=N\NC(=S)NC1CCCCC1)c1cccc(Br)c1	10	2%	-4%	0%	-12%	2%	-1%	-12%	8	1%	-12%
O=C(CCN1C(=O)c2ccccc2S1(=O)=O)Nc1ccc2c(c1)OCCO2	5	2%	-2%	0%	11%	-13%	?	7%	22	-3%	-1%
CN(C)c1ccc(/C=N/n2c(-c3cccnc3)n[nH]c2=S)cc1	6	2%	-6%	4%	0%	-2%	3%	?	-9	3%	28%
NC(=O)c1nsc(C(=O)N(CCCN2CCOCC2)C(C(=O)NC2CCCCC2)c2ccc(Cl)cc2)c1N (stereo unspecified)	-5	2%	-17%	1%	-6%	0%	7%	0%	3	9%	87%[activator]
CCCn1c2ccc(C)cc2c2nnc(SCCN3CCCCC3)nc21	12	-3%	-17%	0%	22%	/	12%	?	1	-1%	-4%
CCOc1ccc(Nc2cc3n(c(=O)n2)CCc2cc(OC)c(OC)cc2-3)cc1	1	0%	-6%	6%	8%	/	?	11%	-4	-8%	-4%
Cc1ccc(/C=c2\sc3nc(-c4cccnc4)nn3c2=O)cc1	2	-3%	?	-9%	4%	-2%	0%	-7%	-8	-2%	-3%
Cc1cc(C)c2c(CCl)cc(=O)oc2c1	0	9%	-5%	0%	-2%	-3%	?	-11%	-5	-34%[inhibitor]	-2%
CCCc1cc(=O)[nH]c(SCc2ccc(Cl)cc2)n1	4	-5%	-5%	-1%	1%	-3%	?	-5%	5	5%	-2%
CC(=O)Nc1cccc(OCC(=O)Nc2ccccc2)c1	-6	2%	-13%	1%	10%	14%	?	-3%	21	3%	2%
CC(C)C(c1nnnn1CC1CCCO1)N1CCN(C2CCCC2)CC1 (stereo unspecified)	18	0%	-8%	2%	19%	-2%	4%	4%	-7	1%	1%
c1ccc(CCc2nc(-c3ccccc3)no2)cc1	3	-5%	-24%	2%	3%	-4%	?	6%	-14	-1%	2%
CCSc1nncn1/N=C/c1ccc(OC)c(OC)c1	-5	-1%	-7%	4%	10%	-1%	?	9%	-4	-1%	0%
O=C(C1CC1)N1CCN(c2ccc([N+](=O)[O-])cc2-n2cccc2)CC1	2	2%	/	/	-1%	-6%	-1%	?	1	18%	-7%
CCCCS(=O)(=O)N1CCCC(C(=O)Oc2ccccc2)C1 (stereo unspecified)	-2	-1%	3%	-2%	0%	-3%	?	1%	-7	4%	3%
CN(C)/C=N/c1sc2c(c1C#N)CCCCC2	-4	2%	-1%	/	-4%	-1%	-18%	-10%[11.5 µM]	9	21%	4%

# 3 of the compounds above, field by field:
> CN(C)c1ccc(/C=N/n2c(-c3cccnc3)n[nH]c2=S)cc1
- KCNH2 WT inh: 6
- USP2a block: 2%
- Menin MLL FP TR: -6%
- GALK inh: 4%
- Eya2 phos inh: 0%
- PKM2 activator: -2%
- Chronic BCR inh: 3%
- MBNL1-CUG inh: ?
- TSHR antag: -9
- Mito fusion yeast: 3%
- S-ASM inh: 28%

> NC(=O)c1nsc(C(=O)N(CCCN2CCOCC2)C(C(=O)NC2CCCCC2)c2ccc(Cl)cc2)c1N (stereo unspecified)
- KCNH2 WT inh: -5
- USP2a block: 2%
- Menin MLL FP TR: -17%
- GALK inh: 1%
- Eya2 phos inh: -6%
- PKM2 activator: 0%
- Chronic BCR inh: 7%
- MBNL1-CUG inh: 0%
- TSHR antag: 3
- Mito fusion yeast: 9%
- S-ASM inh: 87%[activator]

> CCCn1c2ccc(C)cc2c2nnc(SCCN3CCCCC3)nc21
- KCNH2 WT inh: 12
- USP2a block: -3%
- Menin MLL FP TR: -17%
- GALK inh: 0%
- Eya2 phos inh: 22%
- PKM2 activator: /
- Chronic BCR inh: 12%
- MBNL1-CUG inh: ?
- TSHR antag: 1
- Mito fusion yeast: -1%
- S-ASM inh: -4%

# (further entries)
SMILES	KCNH2 WT inh	USP2a block	Menin MLL FP TR	GALK inh	Eya2 phos inh	PKM2 activator	Chronic BCR inh	MBNL1-CUG inh	TSHR antag	Mito fusion yeast	S-ASM inh
COc1ccc(-c2c(-c3cc(OC)cc(OC)c3)n(C)c3ccc(-c4cnc(N)nc4)cc23)cc1	0	0%	/	/	-9%	/	0%	/	8	/	0%
COc1ccccc1CN1C[C@@H]2C[C@@H](c3ccccc3OC)N3CCC[C@@]23C1=O	13	6%	/	1%	15%	0%	1%	10%	9	1%	0%
C/C(=N\Nc1nc(C)cc(=O)[nH]1)C1CC1	0	4%	-6%	-1%	-2%	-3%	15%	11%	3	-3%	-3%
COC(=O)c1cc(OC)c(OC)cc1NC(=O)Cc1ccccc1[N+](=O)[O-]	-12	-1%	2%	1%	2%	-1%	?	-5%	3	-2%	-4%
NC(=O)N1CC(O)CC1C(=O)Nc1ccc(Cl)c(Cl)c1 (stereo unspecified)	-1	-2%	-6%	-1%	26%	1%	0%	-4%	-4	-1%	-1%
Cc1ccc(C(=O)Oc2cc(C)n(C)c(=O)c2)cc1	4	1%	27%	-3%	-3%	0%	?	6%	-6	2%	0%
CC(=O)Nc1cc2c(cc1C(=O)C(C)C)OCCO2	-7	/	?	5%	/	-1%	/	-8%	/	-1%	30%
CCn1c(COc2ccccc2)nnc1SCc1ccc(C#N)cc1	-9	0%	-16%	-2%	3%	0%	-2%	-2%	-5	0%	0%
Cc1ccc(C)c(N2N=C(C(=O)OCC(=O)N(C)c3ccccc3)CCC2=O)c1	-2	0%	/	/	-10%	/	-5%	/	6	-1%	-1%
CCn1c2ccccc2n2c(=O)c(=O)n(CC(=O)Nc3ccc(C(C)C)cc3)nc12	-6	3%	-5%	0%	2%	-4%	16%	/	13	3%	54%
Cc1nc2c(c(C)nn2-c2ccccc2)c(C)c1CCC(=O)Nc1ccc(CN2CCCC2)cc1	7	-1%	/	/	3%	3%	4%	-6%	-2	-1%	-17%
CC(C)Nc1nc(SCC(=O)Nc2ccccc2)nc(N2CCOCC2)n1	2	4%	47%[activator]	-2%	5%	12%	-19%	0%	-1	-4%	-2%
CC(C)(C)OC(=O)N1CC(O)CC1C(=O)OCC(=O)c1ccc(Cl)cc1 (stereo unspecified)	-5	-5%	0%	1%	6%	-6%	?	-1%	10	6%	2%

# Taken from the results shown (three entries):
SMILES	KCNH2 WT inh	USP2a block	Menin MLL FP TR	GALK inh	Eya2 phos inh	PKM2 activator	Chronic BCR inh	MBNL1-CUG inh	TSHR antag	Mito fusion yeast	S-ASM inh
NC(=O)N1CC(O)CC1C(=O)Nc1ccc(Cl)c(Cl)c1 (stereo unspecified)	-1	-2%	-6%	-1%	26%	1%	0%	-4%	-4	-1%	-1%
Cc1ccc(C(=O)Oc2cc(C)n(C)c(=O)c2)cc1	4	1%	27%	-3%	-3%	0%	?	6%	-6	2%	0%
CC(=O)Nc1cc2c(cc1C(=O)C(C)C)OCCO2	-7	/	?	5%	/	-1%	/	-8%	/	-1%	30%
